High-throughput results as filed in PubChem.
CHRM1 PAM – human CHRM1 positive allosteric modulation | 360,000 tested, 0.088% active | activation, % at 3 µM | P11229 | CHO-K1 hM1, Fluo-8 calcium fluorescence, ACh EC20; 0% = ACh EC20, 100% = maximal ACh; in the data active means activation above about 19%, passing the limit was not always enough
CHO parental Ca – counter-screen for OX1R antagonists: effect in parental CHO cells. 330,000 tested, 0.63% active. parental CHO-K1, ATP-induced calcium, Fluo-8 fluorescence. inhibition, % at 5.6 µM. AID 463079;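 active means inhibition above that plate's mean sample inhibition plus 3 SD, cut at about 26% in these data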;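 further: 0% = ATP-challenged DMSO wells and 100% = DMSO wells without ATP; some compounds past the cut are filed as inactive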
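test system = CHO parental line | reagent = ATP stimulus | measured by = intracellular calcium via Fluo-8 no-wash fluorescent dye | control set = ATP and no-ATP DMSO wells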
V1aR counter – counter-screen for oxytocin receptor agonists: human V1a receptor agonists. CHO-V1R cells, Fluo-8 calcium fluorescence, agonist mode; 0% DMSO, 100% 3 nM vasopressin. activation, % at 3 µM. 320,000 tested, 0.25% active. AID 2797;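 active means activation above the mean activation of all tested compounds plus 3 SD, per screening run, cut at about 20% in these data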;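 further: signal is peak over basal fluorescence ratio across a 100 second FLIPR read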
TAAR1 ag – human TAAR1 agonism | activation, % at 3 µM | AID 624467 | CHO RD-HGA16 TAAR1, Fluo-8 calcium fluorescence; vehicle wells 0%, saturating PEA agonist 100% | 360,000 tested, 0.99% active | Q96RJ0;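 active means activation above the mean activation of all test compounds in the run plus 3 SD, cut at about 38% in these data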
Target sequence (Q96RJ0 whole entry, looked up): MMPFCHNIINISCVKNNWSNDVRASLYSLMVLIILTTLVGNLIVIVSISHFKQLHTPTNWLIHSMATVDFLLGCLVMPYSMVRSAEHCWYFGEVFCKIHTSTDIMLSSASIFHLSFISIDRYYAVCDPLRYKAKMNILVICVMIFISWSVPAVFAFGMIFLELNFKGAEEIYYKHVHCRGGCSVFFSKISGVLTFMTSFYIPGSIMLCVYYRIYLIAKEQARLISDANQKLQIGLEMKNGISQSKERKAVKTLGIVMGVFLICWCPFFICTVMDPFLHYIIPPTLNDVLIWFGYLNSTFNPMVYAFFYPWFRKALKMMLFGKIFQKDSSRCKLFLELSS
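System: CHO RD-HGA16 cells carrying human TAAR1 plus Gα16; Incubation: 17-24 h seeding, 75 min 37 °C dye, 30 min RT; Measured by: Fluo-8 fluorescence, 5 s baseline then 140 s kinetic read; Control set: DMSO and PEA EC100; Replication: single well for each compound.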
TAAR1 antag – human TAAR1 antagonism. Q96RJ0. CHO RD-HGA16 TAAR1, Fluo-8 calcium fluorescence, antagonist. inhibition, % at 3 µM. 360,000 tested, 1.5% active. AID 624466;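 active means inhibition above a per-plate cutoff, the mean inhibition of test compounds on that plate plus 3 SD, cut at about 49% in these data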;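 further: 0% = DMSO plus EC80 beta-PEA response and 100% = DMSO alone without agonist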
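Test system – hTAAR1-expressing CHO RD-HGA16 cells, Gα16-coupled · Reagent – β-PEA at EC80 concentration, post-compound challenge · Compound dosing – 3 µM, single point · Timing – 140 s kinetic read after compound, 140 s after agonist · Detection – Fluo-8 intracellular calcium dye fluorescence, real-time kinetic reads · Control set – DMSO and EC80 PEA controls · Repeats – n of 1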
M1 ag – agonists of human M1 muscarinic receptor; activation, % at 3 µM; 360,000 tested, 0.33% active; CHO-K1 hM1, Fluo-8 calcium fluorescence, agonist mode; 0% DMSO, 100% acetylcholine EC100;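 active means activation above the run's mean compound activation plus 3 SD, cut at about 16% in these data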;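 further: peak over basal fluorescence ratio within a 140 s kinetic read after compound addition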
OXTR agonist – activates the human oxytocin receptor; 320,000 tested, 0.32% active; CHO-OTR cells, Fluo-8 calcium fluorescence; normalized: DMSO 0%, oxytocin 100%; activation, % at 3 µM; P30559;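 active means activation above the mean of all tested compounds plus 3 SD, cutoff set per screening run, cut at about 20% in these data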;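 further: peak over basal fluorescence ratio from a 100 s FLIPR kinetic read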
Target sequence (P30559 whole entry, looked up): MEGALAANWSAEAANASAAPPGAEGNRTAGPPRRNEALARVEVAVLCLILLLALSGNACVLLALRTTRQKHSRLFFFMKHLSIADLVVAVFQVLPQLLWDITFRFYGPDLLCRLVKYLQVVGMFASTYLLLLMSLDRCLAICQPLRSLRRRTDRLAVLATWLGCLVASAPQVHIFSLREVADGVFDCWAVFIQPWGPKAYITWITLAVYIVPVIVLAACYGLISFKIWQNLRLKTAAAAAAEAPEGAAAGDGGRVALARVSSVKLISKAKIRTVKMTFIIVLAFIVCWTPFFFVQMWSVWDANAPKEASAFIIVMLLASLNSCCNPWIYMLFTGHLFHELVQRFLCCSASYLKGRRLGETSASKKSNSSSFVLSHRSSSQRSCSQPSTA
CHRM1 antagonist – human CHRM1 antagonism; CHO-K1 hM1, Fluo-8 calcium fluorescence, ACh EC80 antagonist; inhibition, % at 3 µM; 360,000 tested, 1.3% active; AID 588852;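 active means percent inhibition above its own plate's cutoff, namely the mean of that plate's compound wells plus 3 SD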;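 further: peak over basal fluorescence ratio during 140 s after agonist addition; 0% = ACh EC80 plus DMSO and 100% = DMSO alone without agonist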
OXTR potentiator – potentiators of human oxytocin receptor | P30559 | CHO-OTR cells, Fluo-8 calcium fluorescence, potentiator mode; 0% = oxytocin EC15, 100% = EC100 | activation, % at 3 µM | 320,000 tested, 0.061% active | AID 2445;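 active means activation above that plate's cutoff, the mean activation of tested compounds plus 3 SD, cut at about 6.6% in these data, passing the limit was not always enough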;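 further: 100% uses oxytocin at 75 nM as the full agonist control; some results filed as inactive read as strong as hits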
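Assay system: CHO cell line stably expressing human OTR. Reagent: EC15 oxytocin agonist. Dosing: single dose, 3.0 µM nominal final compound concentration. Timing: compound 6 min at room temperature before oxytocin, 100 s read. Signal: kinetic Fluo-8 calcium fluorescence. Controls: oxytocin EC15 low and EC100 high.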
* = called active by the depositor; · = not tested or not shown.

SMILES	CHRM1 PAM	CHO parental Ca	V1aR counter	TAAR1 ag	TAAR1 antag	M1 ag	OXTR agonist	CHRM1 antagonist	OXTR potentiator
O=C(/C=C/c1ccco1)Nc1cc(Cl)ccc1C(=O)O	-1.8	-4.9	0.2	6.8	-15.2	-3.9	-0.8	0.3	1.9
O=C(COC(=O)c1cn(-c2ccccc2)nc1-c1cccnc1)NC1CC1	5.8	-19.6	0.4	1.1	-5.6	-4.0	-0.4	0.9	6.3
COc1ccc(S(=O)(=O)N(C)CC(=O)NCCCN2CCOCC2)cc1C	6.9	·	·	2.6	15.2	-4.7	·	-3.2	·
O=C(NCC1(N2CCOCC2)CCCCC1)c1ccc(S(=O)(=O)Nc2ccccc2F)cc1	9.2	-2.0	1.3	-0.4	0.3	-4.8	-0.4	1.0	-0.6
CN1OC[C@@H]2CN(C(=O)C(C)(C)C)[C@H](c3cccc(-c4ccccc4)c3)C[C@@H]21	13.6	·	·	2.4	7.0	-4.0	·	-21.2	·
CCOc1ccc(N)cc1OC	-0.5	-15.1	1.1	3.7	0.5	-3.8	0.3	7.1	-1.4
COc1ccccc1/C=C/C(=O)OCC(=O)c1c[nH]c2ccccc12	0.5	-9.8	1.9	0.5	19.0	-2.8	1.1	1.7	-6.2
COc1ccc(C)cc1NC(=O)CN1C(=O)c2ccccc2S1(=O)=O	-0.9	-8.7	-0.3	0.1	5.4	-1.8	-0.2	-1.7	-0.6
COc1ccc(Cc2nnc(NC(=O)CSc3ccccc3)s2)cc1	7.7	7.8	6.3	48.9*	50.1*	7.5	0.5	-5.3	-8.2
CCc1cc2c(COC(=O)c3cc(S(=O)(=O)N4CCOCC4)ccc3F)cc(=O)oc2cc1O	-7.5	-7.8	4.5	6.3	47.8	-2.7	3.5	17.5	-5.4
Cc1cc(C)c(C)c(S(=O)(=O)N[C@@H](C)C(=O)OC(C)C(=O)NC(N)=O)c1C (stereo partly drawn)	-0.7	2.1	0.3	4.4	-1.9	0.0	-0.5	8.3	-4.7
Cc1cc(C)c(NC(=O)CN(C)C(=O)c2ccc(OCc3ccccc3)cc2)c(C)c1	6.2	-12.2	0.7	8.8	-18.7	-2.8	0.8	-4.8	-4.8
COc1cccc(C(=O)c2ccccc2C(=O)O)c1	2.6	·	·	3.0	-24.5	-5.5	·	-1.9	·
COc1cccc(CNC(=O)CCC2CCCN(C(=O)CCc3c(C)noc3C)C2)c1 (stereo not drawn)	4.3	-12.0	-0.1	1.1	-8.1	-6.4	0.3	-2.2	4.4
COC(=O)c1ccc2nc(C)cc(Nc3ccc(N(C)C)cc3)c2c1	-6.9	-12.4	-1.9	-3.1	-21.0	-12.2	-1.0	10.6	-3.5
O=C(C1CCCN1S(=O)(=O)c1ccc(Cl)cc1)N1CCN(c2ccccc2)CC1 (stereo not drawn)	-1.0	-17.0	3.3	5.6	-15.6	0.4	2.7	-2.5	-3.8
Cc1ccccc1NC(=O)Cn1c(=O)oc2ccccc21	11.8	-4.4	-0.3	12.6	-13.6	0.2	3.1	-9.9	-8.7
CC1CN(c2cc(=O)n(Cc3ccc(F)cc3)c(=O)[nH]2)CC(C)O1 (stereo not drawn)	1.0	-9.3	0.8	13.3	-24.6	-2.9	-0.7	-10.5	-1.6
CN1C(=O)CN(CCN2CC(=O)N(C)C(=O)C2)CC1=O	8.8	·	·	0.7	-12.4	-2.8	·	-17.7	·
CC(=O)Nc1cccc(OCC(=O)NC(C)C(C)C)c1 (stereo not drawn)	12.5	-3.1	0.5	10.5	-2.4	-5.2	1.2	-9.6	-2.1
C=C(C)CNC(=S)NNC(=O)c1ccc(Br)cc1	3.7	2.5	0.7	0.5	-1.9	-5.1	0.1	-3.2	-11.0
CSc1nnnn1-c1c(C)cccc1C	9.3	-3.1	-0.2	1.3	-16.5	-2.2	0.0	-7.5	-5.7
CCOC(=O)c1sc(NS(=O)(=O)c2ccccc2)nc1C	-2.1	-4.4	-0.3	8.3	5.8	-3.1	-0.2	-23.4	-9.2
O=C(O)c1ccc(/C=N/n2c(C3CCCCC3)n[nH]c2=S)cc1	3.4	-2.0	-0.4	-0.9	2.4	-4.1	0.0	-5.4	0.7
CCCc1cc(=O)oc2cc(OCc3cc(OC)c(OC)c(OC)c3)c(Cl)cc12	-4.9	-4.4	1.8	14.1	-2.5	-0.2	0.0	1.0	-4.0
(list continues)
SMILES	CHRM1 PAM	CHO parental Ca	V1aR counter	TAAR1 ag	TAAR1 antag	M1 ag	OXTR agonist	CHRM1 antagonist	OXTR potentiator
Cc1occc1-c1nnc(SCC(=O)NC2CCCCC2C)o1 (stereo not drawn)	5.6	·	·	1.1	-14.5	-5.1	·	-14.7	·
O=C(COC(=O)c1ccc(N2CCOCC2)c([N+](=O)[O-])c1)Nc1ccc2c(c1)OCO2	9.3	-6.4	4.4	3.3	15.8	-7.5	5.2	-11.7	-4.4
CCC1(C)Cc2ccccc2C(=S)N1 (stereo not drawn)	5.9	-6.0	-0.7	3.9	7.7	-0.2	-0.8	-3.9	2.3
CCCN1CCN(CCCNC(=O)c2cc3c(s2)-c2ccccc2OC3)CC1	16.4	-24.0	0.8	-0.3	-15.6	0.8	1.6	-0.6	-3.2
O=C(N/N=C\c1cccc(Cl)c1)c1n[nH]c2c1CCCC2	4.7	-4.7	-0.3	5.3	-17.3	-7.7	-0.4	-10.1	-6.6
COc1cc(C)ccc1OCc1cc(C(=O)N2CCCCCCC2)no1	7.3	-21.5	0.5	-0.8	-15.0	-3.9	-0.6	-14.1	-12.3
COc1cccc(OCCOCCNCCO)c1	·	-9.4	0.5	·	·	·	-1.0	·	-1.7
CCCNS(=O)(=O)c1ccc(OCC(=O)Nc2ccc3c(c2)OCO3)cc1	3.9	-10.0	1.1	7.6	-0.3	-7.8	-1.0	1.0	-19.0
CCOC(=O)c1ccc(NC(=O)Cn2cccc2)cc1	3.9	0.6	0.4	·	·	-5.8	-0.1	-9.2	-5.2
O=C(CCNC(=O)c1ccccc1Cl)N/N=C\c1ccc(O)cc1	2.2	-3.3	1.0	3.8	-19.0	-1.6	0.3	1.1	2.0
O=C(COC(=O)c1cccc(S(=O)(=O)N2CCCCC2)c1)NC1CCCCC1	4.1	-19.8	2.0	7.1	-12.0	-2.0	0.6	-2.9	-6.6
COc1ccc(-n2c(N)c(C(=O)NCC3CCCO3)c3nc4ccccc4nc32)c(OC)c1 (stereo not drawn)	-1.7	-7.0	11.0	23.9	6.9	2.8	12.0	3.1	-13.2
COc1ccc(C2C(C#N)=C(/N=C/N3CCOCC3)OC3=C2C(=O)CC(C)(C)C3)cc1OC (stereo not drawn)	-1.2	-4.9	0.3	1.1	14.6	-3.1	0.5	2.2	-5.8
COc1ccc(-c2cc3c(c4c2ccn4C)C2CCC3O2)cc1OC (stereo not drawn)	5.2	·	·	-1.9	-29.6	-7.6	·	-1.7	·
CCCn1c(SCC(=O)Nc2ccccc2Oc2ccccc2)n[nH]c1=O	4.2	-7.2	6.7	9.5	21.4	0.0	6.4	-8.9	-17.4
CN1C(=O)/C(=C/c2ccc3c(c2)OCO3)N=C1c1ccccc1	3.5	-17.5	-1.0	-0.1	-5.5	-5.8	-1.6	-11.7	-11.7
CN(C)/C=C(\C(=O)c1ccccc1)c1nnnn1-c1ccccc1	4.0	-15.3	-0.1	4.7	-19.1	-3.2	0.5	-7.8	2.9
COc1ccc2nc(NC(=O)c3ccccc3F)sc2c1	4.4	-12.5	0.4	4.5	-2.4	-2.9	0.9	-11.4	2.0
O=C(NC1CCCCC1)N1CCC(c2nc3ccc(Cl)cc3[nH]2)CC1	2.1	-22.6	0.0	7.0	19.6	-5.0	-2.1	-13.4	-4.2
COc1ccc(NC(=O)c2cc(-c3cccs3)on2)cc1	-1.3	16.5	0.5	2.4	-15.0	-3.5	2.3	3.7	8.6
CC1=C(C(=O)OC(C)(C)C)C(c2cccc3ccccc23)NC(=O)N1 (stereo not drawn)	16.1	-17.1	0.3	7.9	-17.2	-3.4	-1.5	-4.8	-8.3
CCOC(=O)c1ccc(NC(=O)CNC(=O)c2ccccc2)cc1	10.7	-10.9	-0.2	20.0	-1.4	-3.3	-0.2	-5.9	-3.2
CCC(CC)C(=O)Nc1ccc(-c2cn3cccnc3n2)cc1	11.2	-5.5	-0.7	0.5	22.6	-5.6	0.3	-19.7	4.1
COc1ccc(CC(=O)Oc2ccc(F)cc2)cc1	10.7	11.8	-0.8	-2.9	1.8	-4.3	-1.9	-12.4	-8.9
O=C1C2C3C=CC(C3)C2C(=O)N1c1cccc2ccccc12 (stereo not drawn)	8.7	-7.0	0.7	3.6	0.8	1.1	0.9	-21.3	-14.1

A few values from the entries so far:
COc1ccc(-n2c(N)c(C(=O)NCC3CCCO3)c3nc4ccccc4nc32)c(OC)c1 (stereo not drawn) | OXTR potentiator: -13.2
COc1ccc2nc(NC(=O)c3ccccc3F)sc2c1 | M1 ag: -2.9

The listing continues.
SMILES	CHRM1 PAM	CHO parental Ca	V1aR counter	TAAR1 ag	TAAR1 antag	M1 ag	OXTR agonist	CHRM1 antagonist	OXTR potentiator
Cc1ccc(-n2cc(CN3CCCN(C=O)CC3)c(-c3ccc(F)cc3)n2)cc1	9.8	-33.0	-0.8	3.8	-14.0	-10.3	-1.2	-8.2	-17.2
CC(C)n1c(-c2ccccc2F)n[nH]c1=S	2.1	-11.9	3.4	3.2	15.0	-2.5	1.6	2.2	-5.6
OCC(CO)(CO)NCC(O)CN1c2ccccc2Sc2ccccc21 (stereo not drawn)	10.1	-7.0	0.0	·	·	-3.0	0.8	-9.3	-15.9
COc1ccc(C(=O)/C=C/Nc2ccc(S(N)(=O)=O)cc2)cc1OC	5.0	-5.8	1.1	14.8	-21.5	-3.3	0.5	-5.2	-2.5
CC(=O)Nc1ccc(NC(=O)C(C)OC(=O)c2c(C)nn(-c3ccccc3)c2Cl)cc1 (stereo not drawn)	-4.2	-9.5	0.5	14.4	-2.0	-3.6	0.5	2.5	0.7
CCN1C(=O)N[C@@H](c2ccco2)C(C(C)=O)=C1C	11.8	-9.9	0.4	3.8	-12.8	-0.7	-0.7	-9.7	-16.7
O=C(NC(=S)Nc1cc(S(=O)(=O)N2CCOCC2)ccc1O)c1ccco1	8.8	-7.2	0.3	-0.3	-21.1	-1.3	-0.2	-8.2	-12.0
